From PubChem
EPAC1 agonist: activates human EPAC1 exchange factor | EPAC1 agonist qHTS, biochemical assay; response scale: 100% = response to 6.5 mM cAMP | Potency, µM (doses to about 154 µM), inactives show at the top dose activation, hits mostly activators | hit rate 0.073% among 360,000 | AID 720707; also: potency is read from the fitted curve at half-maximal effect; nearly all actives have a fitted effect of over 60% in size
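Nucleotide exchange by EPAC1 (100 nM) on Rap1B–BODIPY-GDP (250 nM) in the presence of 50 uM GDP is tracked fluorescently at 480/540 nm over 30 min. Signals are normalized to a 6.5 mM cAMP control.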
CCT chaperon mod: cytosolic chaperonin activity modulation. activity change, % (test concentration not listed), hits read low. purified chaperonin ATPase assay, HTRF ADP detection, 30 min. hit rate 0.3% among 360,000; in the data active = activity change below about -30%; also: % is scaled to controls: 0 for no effect and ±100 for the full control effect
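We incubate TRiC, 40 or 20 nM final, with library compounds at 76 uM and 10 uM ATP for 30 min at 37 °C. ADP formed is detected with Transcreener HTRF reagents after 30 min at room temperature.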
EPAC1 antagonist: blocks human EPAC1 exchange factor. O95398. EPAC1 GEF assay, Rap1b-BODIPY-GDP exchange fluorescence. Potency, µM (doses to about 115 µM), without a hit: at the top dose activity change, negative = inhibition, most hits filed as inhibitors. hit rate 0.14% among 360,000. AID 720709;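 also: potency is read from the fitted curve at half-maximal effect; plate controls were vehicle for no effect and positive control for full effect; nearly all actives have a fitted effect of over 50% in size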
WRN inhibitor: WRN helicase (human) inhibition; WRN helicase unwinding, fluorescent forked duplex, kinetic; Potency, µM (highest dose often 114 µM), without a hit: top-dose activity change, negative = inhibition, hits mostly inhibitors; hit rate 0.46% among 360,000; also: potency is read from the fitted curve at half-maximal effect; % is scaled to controls: 0 for no effect and ±100 for the full control effect; nearly all actives have a fitted effect of over 55% in size
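Kinetic red-fluorescence monitoring (525/598 nm) tracks WRN helicase activity after 100 nM fluorophore-quencher forked duplex and 2 mM ATP are added to 20 nM enzyme pretreated 15 min at room temperature with compound.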
PLK1 PBD inh: inhibitors of human PLK1 polo-box domain binding | P53350 | Plk1 PBD binding of FITC phosphopeptide, fluorescence polarization | Potency, µM, without a hit: max response, negative = inhibition, usual class: inhibitors | hit rate 2.8% among 360,000 | AID 720504; also: potency is read from the fitted curve at half-maximal effect; series mostly up to about 57 µM; % is scaled to controls: 0 for no effect and ±100 for the full control effect; nearly all actives have a fitted effect of over 65% in size
PI5P4Ka inh: PI5P4K alpha (human) kinase inhibition | max response, % | AID 652105 | P48426 | PI5P4Kalpha enzyme, ADP-Glo luminescence, 60 min; active compounds read low | hit rate 1.2% among 330,000; active = max response of -50% or lower; inconclusive = between -30% and -50%; inactive = -30% or higher; also: value at the top dose of about 77 µM; % is scaled to controls: 0 for no effect and ±100 for the full control effect
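Reactions run in 0.038 M HEPES pH 7.4, 0.28 mM EGTA, 0.1% CHAPS and 5% DMSO, with PI5P4Kalpha, substrate, compound and 5 microM ATP final, one hour at room temperature. Readout is ADP-Glo luminescence.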
MmCpn inh: blocks the Methanococcus maripaludis chaperonin Mm-Cpn. Potency, µM (doses to about 76.9 µM), without a hit: at the highest dose activity, negative = inhibition, usual class: inhibitors. hit rate 0.031% among 330,000. purified Mm-Cpn ATPase, ADP Transcreener TR-FRET; also: potency is read from the fitted curve at half-maximal effect; % is scaled to controls: 0 for no effect and ±100 for the full control effect; nearly all actives have a fitted effect of over 80% in size
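ATP (10 uM final) was added to archaeal chaperonin (25 nM final) after 10 min exposure to test compound at 37°C; after 30 min further incubation, ADP was detected by competitive TR-FRET.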
EPAC2 antag: antagonists of human EPAC2. EPAC2 GEF exchange of Rap1B-BODIPY-GDP, fluorescence. Potency, µM (series often up to 114 µM), for the others: at the highest dose activity, negative = inhibition, actives largely listed as inhibitors. hit rate 0.18% among 360,000; also: potency is read from the fitted curve at half-maximal effect; % is scaled to controls: 0 for no effect and ±100 for the full control effect; nearly all actives have a fitted effect of over 45% in size; many of its hits are not listed in these tables
Target sequence (Q8WZA2 whole entry, looked up): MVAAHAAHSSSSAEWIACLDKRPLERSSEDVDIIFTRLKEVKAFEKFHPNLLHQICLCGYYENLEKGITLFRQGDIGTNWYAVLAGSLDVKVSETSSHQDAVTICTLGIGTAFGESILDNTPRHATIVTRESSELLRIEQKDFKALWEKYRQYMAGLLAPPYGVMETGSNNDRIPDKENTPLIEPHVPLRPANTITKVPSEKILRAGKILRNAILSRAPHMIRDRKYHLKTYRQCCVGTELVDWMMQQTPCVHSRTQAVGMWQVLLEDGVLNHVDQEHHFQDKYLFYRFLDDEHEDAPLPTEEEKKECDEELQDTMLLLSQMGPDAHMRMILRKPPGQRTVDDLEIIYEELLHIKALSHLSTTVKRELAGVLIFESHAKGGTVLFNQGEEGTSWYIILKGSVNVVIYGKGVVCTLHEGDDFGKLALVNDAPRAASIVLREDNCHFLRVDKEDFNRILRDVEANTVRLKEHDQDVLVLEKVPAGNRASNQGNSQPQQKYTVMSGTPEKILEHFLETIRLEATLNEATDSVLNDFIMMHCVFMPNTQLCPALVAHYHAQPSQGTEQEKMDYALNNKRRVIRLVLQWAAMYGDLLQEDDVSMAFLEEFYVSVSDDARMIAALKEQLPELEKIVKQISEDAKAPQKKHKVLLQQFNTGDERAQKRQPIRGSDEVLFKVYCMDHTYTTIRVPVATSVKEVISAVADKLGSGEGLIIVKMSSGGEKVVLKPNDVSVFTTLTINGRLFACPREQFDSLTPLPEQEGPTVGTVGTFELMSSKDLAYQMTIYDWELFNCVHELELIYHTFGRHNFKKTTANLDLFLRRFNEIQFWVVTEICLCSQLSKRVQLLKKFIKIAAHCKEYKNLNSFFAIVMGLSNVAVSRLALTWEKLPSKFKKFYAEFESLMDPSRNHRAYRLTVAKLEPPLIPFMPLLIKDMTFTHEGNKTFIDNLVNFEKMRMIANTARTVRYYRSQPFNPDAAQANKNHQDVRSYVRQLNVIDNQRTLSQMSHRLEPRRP
* = called active by the depositor; ? = inconclusive; · = not tested or not shown; & = joins results of further samples; [ ] = dose if it differs, or a comment. Unless noted, calls follow the shape of the dose curve; as a rule, active = well fitted curve in the direction sought with a large enough effect; inconclusive = small, poorly fitted or top-dose-only effect, or another doubt; inactive = no such curve, though single readings can be large; an effect the other way counts as inactive or inconclusive. These rows are one share of the data; the hit share may differ from the screen's.

SMILES	EPAC1 agonist	CCT chaperon mod	EPAC1 antagonist	WRN inhibitor	PLK1 PBD inh	PI5P4Ka inh	MmCpn inh	EPAC2 antag
NCCCC[C@@H](C(=O)N1CCNCC1)n1cc(CN)nn1	-8%	-5.4	-7%	2%	-2%	-21	0%	4%
O=C(N/N=C\c1cn[nH]c1-c1ccccc1)c1cccnc1	8%	3.8	-1%	-5%	0%	·	0%	8%
Cc1cc(Br)ccc1NC(=O)CN1CCN(c2ccccn2)CC1	-9%	-0.1	4%	10%	-16%	-7	-1%	-2%
CCOC(=O)/C=C/c1nc(C(=O)OCC)c(C)c(=O)[nH]1	-4%	-1.2	14%	14%	-10%	1	-2%	-1%
CN(C)CCCNC(=O)C(=O)Nc1cc2c3c(c1)CC(=O)N3CCC2	-18%	0.0	2%	-5%	-5%	-1	-1%	2%
CCOc1ccc(-c2csc(/C(C#N)=C\c3ccc(O)c([N+](=O)[O-])c3)n2)cc1	-8%	-1.7	9%	?	19µM*	?	1%	?
Nc1ccc(N2C(=O)c3ccccc3C2=O)c(Cl)c1	9%	1.0	-10%	5%	-5%	-3	-1%	5%
Cc1cc(Nc2ccccc2)n(-c2ccc(Br)cc2)n1	1%	0.1	0%	-6%	?	3	1%	-13%
CCC(C)(C)C(=O)Nc1nnc(CCc2ccccc2)s1	-6%	-0.2	-8%	0%	-9%	5	1%	-10%
CCn1c(O)c(C=Nc2ccccc2)n(-c2ccccc2)c1=S	1%	0.8	-15%	1%	?	0	0%	-4%
O=C1c2ccsc2SCCN1Cc1c(F)cccc1Cl	7%	-1.9	-5%	-2%	-11%	3	-2%	-3%
c1ccc2nc(-c3ccc(N4CCOCC4)cc3)ccc2c1	-5%	-1.6	2%	9%	-4%	-1	-1%	4%

Compound profiles, from the list above. Order of values: EPAC1 agonist | CCT chaperon mod | EPAC1 antagonist | WRN inhibitor | PLK1 PBD inh | PI5P4Ka inh | MmCpn inh | EPAC2 antag
Results for Nc1ccc(N2C(=O)c3ccccc3C2=O)c(Cl)c1 → 9% | 1.0 | -10% | 5% | -5% | -3 | -1% | 5%
Results for Cc1cc(Nc2ccccc2)n(-c2ccc(Br)cc2)n1 → 1% | 0.1 | 0% | -6% | ? | 3 | 1% | -13%
Results for Cc1cc(Br)ccc1NC(=O)CN1CCN(c2ccccn2)CC1 → -9% | -0.1 | 4% | 10% | -16% | -7 | -1% | -2%
Results for NCCCC[C@@H](C(=O)N1CCNCC1)n1cc(CN)nn1 → -8% | -5.4 | -7% | 2% | -2% | -21 | 0% | 4%

The list continues.
SMILES	EPAC1 agonist	CCT chaperon mod	EPAC1 antagonist	WRN inhibitor	PLK1 PBD inh	PI5P4Ka inh	MmCpn inh	EPAC2 antag
CC(C)c1ccc(NC2CCCN(C(=O)CCn3cnnn3)C2)cc1 (configuration not stated)	-1%	0.9	-16%	-17%	-2%	5	-4%	-4%
CSC1=NSC2=NC(=O)/C(=C\c3ccc(OC(=O)c4ccco4)cc3)C(=N)N12	-8%	-0.3	?	?	?	-53*	1%	5%
Cc1ccc(S(=O)(=O)NNC(=O)c2sc3nc(C)cc(C)c3c2-n2cccc2)cc1	0%	0.3	-19%	-2%	-9%	-1	0%	2%
CCCCOCCCNC(=O)C[C@@H]1C[C@@]2(C(=O)OCC)CCCC=C2N(Cc2ccc(Cl)cc2Cl)C1=O	-3%	-1.2	-18%	-7%	-14%	24	·	-20%
O=C(Nc1ccc(N2CCN(C(=O)c3cccs3)CC2)cc1)c1ccccc1F	6%	1.3	19%	14%	-6%	-1	0%	1%
Cc1cccc(C)c1Nc1nnc(SCC(=O)NCc2cccs2)s1	-1%	-3.3	4%	4%	-1%	1	0%	0%
N/C(=N\OC(=O)c1ccc2c(c1)OCO2)c1ccc(Br)cc1	-9%	-1.0	6%	3%	-3%	5	-1%	10%
CC(=O)n1nc(-c2cccnc2)nc1NCc1cccs1	-2%	-2.2	-6%	-2%	-16%	-7	-2%	-5%
COCCn1c(SCC(=O)Nc2ccc3c(c2)CCC3)nc2ccccc2c1=O	3%	-0.2	?	5%	-20%	-1	0%	7%
COc1cccc(C(=O)NNS(=O)(=O)c2ccc(C)cc2)c1	-6%	0.0	-1%	6%	-8%	-2	1%	-5%
O=C(CCN1CCOCC1)c1ccccc1	3%	-12	-7%	-10%	?	·	2%	-4%
O=C(Nc1nc(-c2ccccc2)cs1)C1CCCN(S(=O)(=O)c2ccccc2)C1 (configuration not stated)	13%	-1.7	4%	-5%	-2%	·	-8%	-2%
O=C(Nc1nc(-c2ccco2)c(-c2ccco2)s1)c1cnccn1	-1%	1.3	-14%	-17%[11.6 µM]	-12%	-67*	0%	2%
Cc1nnc(SCC(=O)Nc2ccc(-c3nc4ccccc4s3)cc2)s1	14%	-1.0	0%	-5%	-14%	1	2%	7%
CCC(C)n1c(-c2cccc(S(=O)(=O)N(CC)CC)c2)n[nH]c1=S (configuration not stated)	5%	-2.4	-6%	7%	-1%	-11	-5%	9%
CN(CCOc1ccc(Cl)cc1)C(=O)C1=CC=CN2CCS(=O)(=O)N=C12	1%	-0.6	-1%	3%	-1%	1	0%	-3%
O=C(Nc1ccc(N2CCN(C(=O)c3ccc(Cl)cc3)CC2)cc1)c1cc2ccccc2o1	7%	1.1	-3%	6%	-7%	·	0%	0%
C=CCN(CC=C)S(=O)(=O)c1ccc2nc(NC(=O)C(C)C)sc2c1	0%	-1.6	-18%	-22%	-1%	?	-1%	-8%
CN(C)C(=O)c1c(C(F)(F)F)nn(C)c1Cl	0%	-4.0	15%	0%	?	-18	-3%	5%
O=C(Nc1nnc(C2CC2)o1)c1ccc(S(=O)(=O)N2CCCCC2)cc1	0%	-1.5	-3%	-5%	-3%	4	-1%	-8%
O=C(CN1C(=O)c2cccnc2Oc2ccc(Cl)cc21)NCCC1=CCCCC1	6%	-3.4	-13%	-1%	1%	0	-1%	-3%
COc1ccc(C(=O)Nc2ccccc2NC(=O)c2ccc(OC)cc2)cc1	8%	-0.7	2%	-6%	1%	0	·	-2%
CC1CN(C(=O)CCC(=O)N2CCCCC2)c2cc(Cl)ccc2O1 (configuration not stated)	7%	0.5	-24%	-2%	-11%	1	1%	-4%
COc1ccc2[nH]c3c(c2c1)CCN1C(=O)N([C@@H](C)C(=O)NCc2ccccc2)C(=O)[C@]31C	-24%	-1.1	-24%	0%	-10%	-1	-2%	-7%
COc1ccc(CCC(=O)Nc2ccc(Cl)c(S(=O)(=O)N3CCOCC3)c2)cc1OC	-3%	1.1	12%	-4%	7%	4	·	4%
Clc1ccc(-c2nc3ccc(Br)cn3c2Cc2cccc(Cl)c2)cc1	2%	2.0	-28%	-14%	?	1	·	-12%
O=C(NCC1CCCO1)C(c1cccs1)N(Cc1ccccc1)C(=O)c1ccc(-c2ccccc2)[nH]1 (configuration not stated)	-5%	-1.4	-20%	-5%	7%	10	-8%	-4%
Cc1nn(CC(=O)NNC(=O)c2ccccc2F)c([N+](=O)[O-])c1Br	9%	-0.8	3%	1%	-6%	0	0%	-1%
Cc1cnc(C(=O)Nc2ccc(N3CCN(C(=O)OC(C)(C)C)CC3)cc2)cn1	0%	-0.4	0%	1%	-3%	5	-1%	3%
O=C(CNC(=O)c1ccc(Cl)cc1)NNc1c(F)c(F)cc(F)c1F	-2%	-0.3	8%	9%	0%	4	0%	0%
CN(c1ccccc1)c1nc(N)c([N+](=O)[O-])c(N2CCCCC2)n1	-12%	2.1	0%	3%	2%	6	3%	?
CCN1C[C@@H]2[C@@H]3C(=O)N(C)C(=O)[C@@H]3[C@](C)(C1=O)N2C(=O)c1ccc(Br)cc1	2%	-2.6	-8%	-1%	2%	0	·	-8%
Cc1cc2nsnc2c(S(=O)(=O)NCC(=O)O)c1C	4%	-0.2	3%	-4%	-2%	·	-1%	14%
O=C(CCc1ccccc1)NNC(=O)c1cc(Cl)ccc1O	-4%	-0.9	6%	-5%	4%	1	1%	6%
O=C(CCC(=O)N(CC(=O)NC1CCCCC1)Cc1ccccc1)Nc1ccccn1	14%	2.0	5%	-2%	?	5	4%	-4%
Cc1sc2ncnc(Sc3ccccc3C(=O)Nc3ccccc3Cl)c2c1C	4%	1.4	-20%	3%	-1%	-2	-1%	-14%
CCC1(c2ccc(F)cc2)NC(=O)N(CC(=O)N2CC(=O)Nc3ccccc32)C1=O (configuration not stated)	-2%	-6.3	0%	3%	5%	7	1%	6%
ClCc1nc2ccccc2n1Cc1ccccc1	4%	-0.5	-23%	-5%	?	0	-2%	-20%
CCOc1ccc(NC(=O)c2cc(S(=O)(=O)N3CCCCC3)c[nH]2)cc1	3%	-3.0	-8%	-4%	-3%	1	4%	-5%
CCCCC(=O)Nc1ccc(C(=O)N2CCC(C(=O)OCC)CC2)cc1	7%	0.4	3%	0%	-4%	0	1%	-4%
COc1ccccc1C(=O)Nc1sc2c(c1C#N)CCC2	-2%	-1.1	-12%	5%	-7%	2	3%	2%
COc1ccc(CN2CC(C(=O)NCCc3ccccc3)CC2=O)cc1 (configuration not stated)	-2%	0.4	11%	-1%	-3%	·	3%	-2%
COc1ccc(S(=O)(=O)N2CCC(C(=O)NCCN3CCOCC3)CC2)cc1OC	-8%	0.7	-23%	11%	-12%	0	1%	17%
O=S(=O)(Nc1cccc(CCc2ccccn2)c1)c1ccc2ccccc2c1	11%	-1.6	-10%	9%[57.1 µM]	-9%	-5	2%	-7%
CCCCNC(=O)c1ccc(N2CCOCC2)c(NS(=O)(=O)c2ccc(OC)cc2)c1	4%	-1.0	-6%	0%	-7%	·	-2%	-6%
OC(COCC1COc2ccccc2O1)CN1CCN(c2ccccn2)CC1 (configuration not stated)	-2%&3%	-3.5&-0.8	9%&1%	4%&-7%	-1%&-6%	-2&0	-5%	5%&-1%
Cc1ccc2[nH]c3c(c2c1)CN(C(=O)CN1CCCCC1)CC3	8%	0.1	11%	7%	-7%	-4	-1%	2%
Cc1cc(C)cc(NC(=O)Nn2cnnc2)c1	-19%	1.1	-1%	-2%	2%	-5	-7%	14%
c1ccc2c(c1)nc1n2CCN1CCNC1CCCCC1	6%	-0.3	-4%	-23%	-20%	-9	-2%	13%
CSc1nc(C)cc(OCCNS(=O)(=O)c2cc(C)ccc2C)n1	2%	-2.4	0%	-7%	-12%	5	1%	-1%
COC(=O)C1(C(=O)OC)NOC2C(=O)N(N(C)c3ncc(C(F)(F)F)cc3Cl)C(=O)C21 (configuration not stated)	-8%	-4.2	-8%	7%	-10%	1	0%	5%
CC(C)C[C@H](NC(=O)N1CC(=O)Nc2ccccc21)C(=O)N[C@@H](C(=O)O)c1ccccc1	5%	1.7	7%	-6%	-11%	-1	0%	8%
